GLS inh: blocks human kidney-isoform glutaminase activity | AID 624170 | Potency, µM (doses to about 45.5 µM), without a hit: at the highest dose activity change, negative = inhibition, most hits filed as inhibitors | GLS enzymatic activity, qHTS titration | O94925 | actives 0.21% (n = 410,000); further: on the % scale 0 is the no-effect control and ±100 the full control effect
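Assay buffer: 45 mM KH2PO4 pH 8.2, 0.02% Tween-20. hKGA acts on L-glutamine (1 mM solution added); product glutamate is reported by an oxidase/peroxidase Amplex Red coupling, with fluorescence taken at baseline and 30 min.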
HP1b binding inh: HP1-beta chromodomain-methylated histone interaction inhibition; AlphaScreen HP1-beta / biotin-H3K9me3 peptide binding; actives 0.56% (n = 390,000); Potency, µM (top dose mostly 114 µM), inactives show top-dose activity change, negative = inhibition, usual class: inhibitors; P83916; AID 540317; further: nearly all actives have a fitted effect of over 70% in size; inactives centre near 23
Target sequence (P83916 whole entry, looked up): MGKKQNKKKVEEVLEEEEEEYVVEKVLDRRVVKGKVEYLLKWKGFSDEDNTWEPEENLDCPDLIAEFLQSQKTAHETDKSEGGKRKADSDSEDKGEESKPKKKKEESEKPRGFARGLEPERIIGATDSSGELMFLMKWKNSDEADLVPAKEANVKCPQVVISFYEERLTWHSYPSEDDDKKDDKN
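HP1-beta protein (50 nM final) preincubated 30 min at room temperature with biotinylated H3(1-18)K9me3 peptide (50 nM) in PBS pH 7.4, 0.01% Tween-20, then compound added for 30 min. AlphaScreen streptavidin donor/nickel chelate acceptor beads (10 ug/mL final), 30 min dark, luminescence read.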
ALOX12 inh: blocks human arachidonate 12S-lipoxygenase; purified 12hLO, xylenol orange hydroperoxide absorbance; actives 1.1% (n = 580,000); Potency, µM (titrated, usually from 108 µM), inactives show at the highest dose activity change, negative = inhibition, usual class: inhibitors; further: on the % scale 0 is the no-effect control and ±100 the full control effect
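Purified human 12hLO at 150 nM in 25 mM Hepes, 0.01% Triton X-100, pH 7.0, preincubated 15 min at room temperature with compound. Reaction started with 40 uM arachidonic acid, 30 min at room temperature. Hydroperoxide measured by Fe-xylenol orange, 573/405 nm absorbance ratio.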
TrxR1 inh: rat TrxR1 inhibition. O89049. recombinant rTrxR1, NADPH fluorescence consumption, selenite substrate. Potency, µM (titrated, usually from 114 µM), without a hit: at the top dose activity change, negative = inhibition, usual class: inhibitors. actives 1% (n = 390,000); further: on the % scale 0 is the no-effect control and ±100 the full control effect; nearly all actives have a fitted effect of over 65% in size
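Rat TrxR1 (90 nM in the dispensed reagent) was pre-reduced with 400 uM NADPH for 5 min at room temperature, then incubated with compound for 15 min. After 400 uM selenite was added, NADPH fluorescence (Ex 340/Em 450 nm) was followed for 8 min.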
Pin1 inhibitor: inhibitors of human Pin1. Pin1 FP peptide displacement, HiFluor488, 10 min. actives 0.009% (n = 390,000). Potency, µM (highest dose often 115 µM), for the others: top-dose activity, negative = inhibition, hits mostly inhibitors; active means well fitted inhibition curve with a large enough effect in the polarisation, with a control signal flat, not every such curve was filed as active; inconclusive means small, poorly fitted or top-dose-only effect, or effect the other way, or a change in a side signal; inactive means no such curve, though single readings can be large or run the other way; the % refers to the polarisation; further: on the % scale 0 is the no-effect control and ±100 the full control effect
Target sequence (Q13526 whole entry, looked up): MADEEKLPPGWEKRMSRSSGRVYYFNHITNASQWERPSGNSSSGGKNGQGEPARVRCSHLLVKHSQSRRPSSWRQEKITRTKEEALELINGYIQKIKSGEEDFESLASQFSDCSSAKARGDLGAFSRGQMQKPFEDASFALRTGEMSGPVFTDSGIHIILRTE
JMJD2A Tudor: JMJD2A Tudor domain (human) inhibition; AlphaScreen JMJD2A-Tudor / H3K4me3 peptide binding; Potency, µM (highest dose often 114 µM), inactives show at the highest dose activity change, negative = inhibition, most hits filed as inhibitors; actives 4.4% (n = 390,000); O75164; further: on the % scale 0 is the no-effect control and ±100 the full control effect; nearly all actives have a fitted effect of over 50% in size
RGS4 inh: human RGS4 inhibition; Potency, µM (titrated, usually from 114 µM), inactives show at the top dose activity change, negative = inhibition, usual class: inhibitors; AID 504845; P49798; Transcreener GDP fluorescence polarization, RGS4-accelerated GTP hydrolysis; actives 0.039% (n = 390,000); further: on the % scale 0 is the no-effect control and ±100 the full control effect; nearly all actives have a fitted effect of over 75% in size; some results filed as inactive show a strong effect at the top dose
Target sequence (P49798 whole entry, looked up): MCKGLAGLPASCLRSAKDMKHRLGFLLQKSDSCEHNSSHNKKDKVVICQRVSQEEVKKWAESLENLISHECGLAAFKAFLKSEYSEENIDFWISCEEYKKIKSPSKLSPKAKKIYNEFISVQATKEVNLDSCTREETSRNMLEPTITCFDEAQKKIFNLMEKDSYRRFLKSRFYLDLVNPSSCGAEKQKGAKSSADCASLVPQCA
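MLSMR compounds (23 nl, pin-transferred) preincubated 10 min at room temperature with a 500nM (2x) first reagent, then RGS4 at 900nM (2x) plus Transcreener GDP mix added; fluorescence polarization (620/688 nm) read before and after 90 min at 30 °C.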
Tb PGK inh: blocks T. brucei phosphoglycerate kinase; Potency, µM (highest dose often 57.5 µM), without a hit: at the top dose activity change, negative = inhibition, hits mostly inhibitors; AID 602233; actives 0.043% (n = 380,000); PGK/GAPDH coupled, Kinase-Glo luminescence, 60 min; further: on the % scale 0 is the no-effect control and ±100 the full control effect; nearly all actives have a fitted effect of over 60% in size
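Luminescent ATP detection (Kinase-Glo Plus) follows a 60-minute room-temperature incubation, with wells lacking PGK as controls. Buffer: 100 mM TEA (pH 7.6), 5 mM MgCl2, 0.01% Tween-20. Coupling enzyme GAPDH (100 nM final) supplies unstable 1,3-BPG in-well.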
ERG-DNA inh: blocks human ERG Ets domain binding to DNA | fluorescence polarization, His-ERG Ets domain / labelled DNA | Potency, µM (titrated, usually from 76.9 µM), for the others: top-dose FP activity, negative = inhibition, most hits filed as inhibitors | actives 0.028% (n = 370,000); active means well fitted inhibition curve with a large enough effect in the polarisation, with a control signal flat; inconclusive means small, poorly fitted or top-dose-only effect, or effect the other way, or a change in a side signal; inactive means no such curve, though single readings can be large or run the other way; the % refers to the polarisation;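 further: polarization taken with two DNA probes labelled with fluorescein and Texas red; % of control where 0% means no effect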
Target sequence (P11308 whole entry, looked up, the tested form may be a part): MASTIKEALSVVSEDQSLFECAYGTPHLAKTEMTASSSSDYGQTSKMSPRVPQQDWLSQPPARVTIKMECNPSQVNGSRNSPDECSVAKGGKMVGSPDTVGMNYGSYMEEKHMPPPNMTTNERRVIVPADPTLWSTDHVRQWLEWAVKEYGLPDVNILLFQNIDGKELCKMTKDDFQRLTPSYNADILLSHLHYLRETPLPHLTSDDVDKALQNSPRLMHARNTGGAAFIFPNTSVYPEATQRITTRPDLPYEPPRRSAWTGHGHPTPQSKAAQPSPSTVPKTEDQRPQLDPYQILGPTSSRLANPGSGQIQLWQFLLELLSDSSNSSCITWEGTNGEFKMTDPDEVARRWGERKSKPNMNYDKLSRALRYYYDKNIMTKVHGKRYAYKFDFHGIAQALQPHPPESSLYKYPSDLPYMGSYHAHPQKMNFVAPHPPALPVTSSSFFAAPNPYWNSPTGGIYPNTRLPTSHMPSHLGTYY
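His-tagged ERG Ets domain (1 uM in the protein solution; 300mM KCl, 50mM Tris-HCl, 1mM EDTA, 1mM DTT, pH 7.5) received compound, then a probe mix of 5 nM fluorescein-DNA and 100nM Texas-615-DNA. Fluorescence polarization was read for both dyes.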
Numbers without * were called inactive; i = inactive; ? = inconclusive; nt = not tested or not shown; & = joins results of further samples; [ ] = remark or other dose. Unless noted, the call rests on the fitted dose curve; in most records, active means well fitted curve in the direction sought with a large enough effect; inconclusive means small, poorly fitted or top-dose-only effect, or another doubt; inactive means no such curve, though single readings can be large; an effect the other way counts as inactive or inconclusive. Potency means the concentration at half of the fitted maximal effect. A portion of the library (hit frequency here may not be typical).

SMILES	GLS inh	HP1b binding inh	ALOX12 inh	TrxR1 inh	Pin1 inhibitor	JMJD2A Tudor	RGS4 inh	Tb PGK inh	ERG-DNA inh
CCN(CC(=O)Nc1c(F)cccc1F)C(=O)CNC(=O)c1ccc2ccccc2c1	-14%	36%[activator]	329%[activator]	-13%	-3%	6%	-44%	-11%	nt
COc1cc(C#Cc2c(-c3cncn3C)n(C)c3ccc(-c4ccc5[nH]ccc5c4)cc23)cc(OC)c1	0%	7%	-3%	7%[57.1 µM]	21%	?	7%	-9%	-5%
CCOc1ccc(-n2c(SCC(=O)Nc3cc(C(=O)O)ccc3Cl)nc3ccccc3c2=O)cc1	-3%	-30%	22%	-13%[57.1 µM]	4%	?	-15%	2%	-7%
CC(C)c1ccc(Nc2c(-c3ccc(N4CCOCC4)cc3)nc3ncccn23)cc1	5%	26%	-1%	2%	2%	-22%	3%	8%	0%
CCOC(=O)CSc1nnc(CNC(=O)c2ccco2)n1-c1ccc(F)cc1	16%	3%	-2%	-12%	-8%	-4%	27%	3%	-2%
CCN(CC)C(=O)CSc1nc2cc3c(cc2c(=O)n1CCCC(=O)NCCc1ccc(OC)c(OC)c1)OCO3	0%	8%	-5%	22%[57.1 µM]	0%	-10%	9%	i	-1%
Cc1ccc(S(=O)(=O)N2CCOCC2)cc1C(=O)NCc1cccnc1	-8%	22%	14%[57.4 µM]	17%	-6%	-9%	-5%	-6%	nt
CC(=O)Oc1ccc2occ(C(=O)c3ccccc3)c2c1	3%	38%	?	5%	4%	8%	10%	3%	11%
COc1ccc(CSc2ncn[nH]2)cc1[N+](=O)[O-]	0%	21%	10%	-3%	1%	7%[57.1 µM]	18%	-8%	-14%
Oc1[nH]c2ccccc2c1N=Nc1nc(Nc2ccccc2)nc(N2CCOCC2)n1	3%	34%	0%	13%	4%	-11%	-22%	-6%	-2%
COc1ccc(N(CC(=O)NCc2ccc(C)cc2)S(=O)(=O)c2c(C)[nH]c(=O)[nH]c2=O)cc1	5%&2%	8%[57 µM]	-11%&-8%	13%&24%	3%&15%	-7%&-1%	12%&-18%	9%&-10%	-15%&1%
O=C(NCc1ccccc1)c1c[nH]c2ccc(F)cc2c1=O	-4%	27%	8%	18%	6%	3%	15%	-1%	4%
O=C(/C=C/c1ccc(Cl)c(Cl)c1)NC1=NCCS1	5%	-11%	-1%	21%[57.1 µM]	16%	-27%[57.1 µM]	?	-4%	-4%
O=C(NNC(=O)C1CCN(S(=O)(=O)c2ccc(Cl)cc2)CC1)c1ccc(S(=O)(=O)N2CCCCC2)cc1	-3%	37%	8%	11%	-1%	-15%	-24%	-2%	nt
Cc1nnc(N2CCN(c3ccccc3)CC2)[nH]c1=O	-48%	-9%	15%	17%[57.1 µM]	-6%	?	-61%[11.4 µM]	-11%	-10%
CC(C)N1CCC(=NNC(=O)c2ccc(Br)o2)CC1	30%	36%	-15%	-4%[57.1 µM]	-1%	-16%	9%	-2%	2%
O=C(NC(=S)N1CCN(C/C=C/c2ccccc2)CC1)c1c(F)cccc1F	2%	13%	-2%	-2%[57.1 µM]	-12%	-16%	0%	7%	5%
Nc1ccc2c(c1)OCCOCCOCCOCCOCCO2	6%	50%[activator]	?	18%	-10%	-4%	-39%	6%	2%
CCc1nc(C)c(-c2ccccc2)c(=O)[nH]1	12%	14%	2%	16%[57.1 µM]	-8%	-12%	1%	nt	nt
COCc1cc(=O)n2[nH]c(-c3ccc(C)cc3)cc2n1	7%	19%	3%	16%	-1%	-18%	28%	-6%	nt
Cc1cccc(OCC(=O)N(Cc2ccco2)C2CCS(=O)(=O)C2)c1C (configuration not stated)	0%	50%[activator]	1%	-3%[57.1 µM]	2%	-23%	-21%	-1%	1%
COCCCn1c(SCc2ccccc2F)nc2c(sc3ccccc32)c1=O	4%	93%[activator]	-20%	9%[57.1 µM]	1%	-5%	-38%	i	-2%
CC(=O)N(Cc1cc(=O)[nH]c2ccccc12)c1ccccc1	6%	22%	-14%	11%[57.1 µM]	1%	-18%	-6%	-9%	-2%
Cn1c(NCCO)nc2c(c1=O)C1(CCCCC1)Cc1ccccc1-2	-3%	10%	7%[57.4 µM]	-14%	0%	-23%	8%	i	-4%
CC(C)NC(=O)Cn1cc(C(=O)COc2ccccc2)c2ccccc21	-14%	44%[activator]	6%	12%	-2%	-6%	11%	-9%	-23%
(more compounds)
SMILES	GLS inh	HP1b binding inh	ALOX12 inh	TrxR1 inh	Pin1 inhibitor	JMJD2A Tudor	RGS4 inh	Tb PGK inh	ERG-DNA inh
CCN1CCN(C(=O)c2cc3ccc(OC)cc3[nH]2)CC1	-6%	5%	0%&8%	2%	-5%	-7%	-10%	5%	5%
O=C(NCc1nc(-c2ccccc2)cs1)c1ccccc1	-5%	-3%	9%	30%[57.1 µM]	-10%	-2%[57.1 µM]	8%	i	2%
Cc1cc(C)nc(N/N=C/c2c(C)oc3ccccc23)n1	4%	20%	4%	7%[57.1 µM]	-4%	-8%	11%	i	8%
CC(=O)c1sc(-c2ccccc2)cc1NS(=O)(=O)c1ccc(C)cc1	17%	17%	2%	-8%	22%	12%	-26%	4%	14%
O=C(CCc1nc2cccnc2n1-c1ccccc1)Nc1ccc(Cl)c(Cl)c1	4%	20%	-3%	15%	20%	-18%	-23%	i	-2%
COc1ccc(CN(CC(=O)NCCc2ccccc2)C(=O)CCC(=O)Nc2ccccn2)cc1	0%	2%	-4%	11%	-5%	-9%	-5%	-1%	6%
O=C(NCC(=O)N1CCOCC1)OCc1ccccc1	-2%	50%[activator]	0%	6%[57.1 µM]	12%	-12%	-16%	-9%	16%
COc1ccccc1NC(=O)CON=C(N)CC(=O)NC1CCCCC1	2%	25%	237%[activator]	21%	?	-1%	-15%	-8%	-10%
COc1ccc(N2CCN(S(=O)(=O)c3ccc(OC)c(C(=O)N4CCCCC4)c3)CC2)cc1	7%	?	5%	24%[57.1 µM]	2%	-25%	-5%	-3%	5%
CC(=O)Nc1ccc(S(=O)(=O)N(C)CC(=O)Nc2nc3ccccc3[nH]2)cc1	-10%	63%[activator]	29%	7%[57.1 µM]	3%	?	-20%	i	-14%
CCOC(=O)CC1C(=O)NCCN1c1nc2ccc(C)cn2c(=O)c1/C=C1\SC(=S)N(CC(C)C)C1=O (configuration not stated)	-2%	-17%	nt	19%[11.4 µM]	?	-26%	7%	2%	84%[activator]
COC(=O)C1=[N+]([O-])OC(C(=O)OC)C1c1c[nH]c2ccccc12 (configuration not stated)	16%	19%	7%[57.4 µM]	-27%	-3%	-5%	0%	nt	nt
C=CCn1c(SCC(=O)Nc2c(C)cccc2C)nnc1-c1ccncc1	8%	17%	137%[activator]	15%	0%	-4%	11%	-1%	4%
Cc1ccc(/C=N/NC(=O)Cc2cccn2C)s1	-3%	0%	-13%	-20%	-1%	-13%	6%	-7%	-5%
CCOC(=O)C1=C(C)OC(N)=C(C#N)C1c1cc2cc(C)ccc2nc1N1CCCCC1 (configuration not stated)	-2%	53%[activator]	?	?	?	-3%	-14%	7%	4%
CCOC(=O)CC(NC(=O)Cn1nnc(-c2ccc(Cl)cc2)n1)c1ccc(OC)cc1 (configuration not stated)	-14%	28%	-21%	5%	7%	-13%	-13%	i	0%
COc1ccc(OCC(=O)Nc2ccc(O)c(-c3nc4ccccc4s3)c2)cc1	2%	21%	-27%	2%	-6%	-12%	3%	-2%	2%
Cc1cccc(/N=C/c2c(O)[nH]c3ccccc23)n1	-20%	24%	-9%	?	-6%	-15%	-13%	nt	nt
CSc1ccccc1NC(=S)NC1CCCC1	31%[activator]	28%	0%	-3%	2%	-19%	2%	-7%	-1%
CCOc1cc(NC(=S)NCCOC)c(OCC)cc1NC(=O)c1cccs1	26%	22%	-20%	-12%	0%	-4%	9%	-11%	1%
CC(=O)c1c(O)cc(C(C)C)n(-c2ccccc2)c1=O	0%	14%	4%	12%	14%	-11%	-26%	-2%	-13%
CCn1c(SCC(=O)OC(C)C)nnc1-c1ccccc1OC	0%	23%	3%	13%	0%	-13%	-17%	-1%	-5%
Cc1nn(C)c(C(=O)NNC(=S)Nc2ccc(F)cc2)c1[N+](=O)[O-]	36%[activator]	9%	6%	-23%	-1%	-13%	-6%	-1%	2%
COCCn1c(SCC(=O)NC(=O)NC2CCCCC2)nc2ccccc2c1=O	-5%	53%[activator]	84%[activator]	4%	-7%	0%	-5%	i	-7%
CCN(CC)CCC/C(=N\O)C(O)(c1ccccc1)c1ccccc1	-1%	12%	?	21%	0%	-12%	15%	-4%	4%
CCCS(=O)(=O)c1c(S(=O)(=O)CCC)c2cnccn2c1C(=O)c1ccc(CC)cc1	1%	11%	12%	16%	2%	-34%	?	-8%	2%
O=C(COc1ccccc1F)Nc1ccc2oc(-c3cccc(Cl)c3)nc2c1	-3%	92%[activator]	-10%&-19%	34%[activator]	-13%	-4%	-20%	nt	1%
COC(=O)Cn1ncn2cccc2c1=O	9%	37%	i	6%	14%	6%	-17%	18%	0%
COc1cccc(NC(=O)Nc2ccc3c(c2)CCC3)c1	0%	34%	0%	31%	?	-2%	17%	6%	-8%
CC(C)(C)S(=O)(=O)N1Cc2cc(=O)n(Cc3ccccc3)c(CCO)c2[C@H]1CCO	2%	17%	9%	-26%	7%	-18%	-6%	3%	17%
